RGS4 inhibitor: human RGS4 inhibition; P49798; Transcreener GDP fluorescence polarization, RGS4-accelerated GTP hydrolysis; Potency, µM (top dose mostly 114 µM), for the others: at the highest dose activity change, negative = inhibition, actives largely listed as inhibitors; 0.039% of 390,000 active; AID 504845; further: on the % scale 0 is the no-effect control and ±100 the full control effect; nearly all actives have a fitted effect of over 75% in size; some results filed as inactive show a strong effect at the top dose
Target sequence (P49798 whole entry, looked up): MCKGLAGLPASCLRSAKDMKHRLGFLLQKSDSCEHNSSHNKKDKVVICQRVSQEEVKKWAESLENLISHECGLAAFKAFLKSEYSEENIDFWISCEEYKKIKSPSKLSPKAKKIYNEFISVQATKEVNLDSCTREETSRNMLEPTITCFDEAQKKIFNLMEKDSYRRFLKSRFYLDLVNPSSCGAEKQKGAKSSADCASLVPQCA
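MLSMR compounds (23 nl, pin-transferred) preincubated 10 min at room temperature with a 500nM (2x) first reagent, then RGS4 at 900nM (2x) plus Transcreener GDP mix added; fluorescence polarization (620/688 nm) read before and after 90 min at 30 °C.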
Vif-APOBEC3F blk: blocks the Vif interaction with APOBEC3F; HeLa A3F-eYFP + Vif (tagged APOBEC3F with the HIV-1 protein that degrades it), YFP fluorescence increase; Potency, µM (highest dose often 46.1 µM), inactives show at the highest dose activity, negative = active; 0.2% of 390,000 active; AID 602313; further: % of control where 0% means no effect; nearly all actives have a fitted effect of over 65% in size
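HeLa cells stably expressing Vif plus C-terminally eYFP-tagged A3F were seeded, incubated overnight at 37 deg C, dosed with compound, incubated overnight again at 37 deg C. Yellow fluorescence (Ex 488/Em 500-530) reported blocked Vif-mediated A3F-eYFP degradation.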
TrxR1 inh: rat TrxR1 inhibition | O89049 | recombinant rTrxR1, NADPH fluorescence consumption, selenite substrate | Potency, µM (doses to about 114 µM), inactives show at the highest dose activity change, negative = inhibition, hits mostly inhibitors | 1% of 390,000 active; further: on the % scale 0 is the no-effect control and ±100 the full control effect; nearly all actives have a fitted effect of over 65% in size
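Rat TrxR1 (90 nM in the dispensed reagent) was pre-reduced with 400 uM NADPH for 5 min at room temperature, then incubated with compound for 15 min. After 400 uM selenite was added, NADPH fluorescence (Ex 340/Em 450 nm) was followed for 8 min.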
TrxR1 substrate: substrates of rat thioredoxin reductase 1; O89049; purified TrxR1 substrate turnover, NADPH consumption readout; Potency, µM (top dose mostly 114 µM), for inactives: top-dose activity change, negative = substrate turnover; 0.01% of 390,000 active; further: on the % scale 0 is the no-effect control and ±100 the full control effect; nearly all actives have a fitted effect of over 50% in size
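Rat TrxR1, dispensed at 90 nM, was prereduced with 400 uM NADPH (final) for 5 min at ~22 deg C, then incubated with compound 15 min before 400 uM selenite. A first-read NADPH fluorescence drop versus no-compound background flagged substrates.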
mIDH1 inhibitor: blocks human mutant IDH1 R132H enzyme; O75874; IDH1-R132H enzyme, NADPH consumption, diaphorase/resazurin fluorescence; Potency, µM (top dose mostly 76.6 µM), without a hit: at the highest dose activity change, negative = inhibition, most hits filed as inhibitors; 0.093% of 390,000 active; AID 602179; further: on the % scale 0 is the no-effect control and ±100 the full control effect; nearly all actives have a fitted effect of over 65% in size
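IDH1-R132H (0.5 ug/mL dispensed) in pH 7.5 Tris buffer was preincubated 30 min with compound, then given a substrate mix of 0.016 mM NADPH and 2 mM alpha-KG for 80 min at room temperature; remaining NADPH was read by diaphorase/resazurin fluorescence.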
12-LOX inh: blocks human arachidonate 12S-lipoxygenase | P18054 | purified 12hLO, xylenol orange hydroperoxide absorbance | Potency, µM (titrated, usually from 108 µM), for inactives: at the top dose activity change, negative = inhibition, hits mostly inhibitors | 1.1% of 580,000 active | AID 1671190; further: on the % scale 0 is the no-effect control and ±100 the full control effect
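Purified human 12hLO at 150 nM in 25 mM Hepes, 0.01% Triton X-100, pH 7.0, preincubated 15 min at room temperature with compound. Reaction started with 40 uM arachidonic acid, 30 min at room temperature. Hydroperoxide measured by Fe-xylenol orange, 573/405 nm absorbance ratio.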
Vif-APOBEC3G blk: inhibitors of Vif-APOBEC3G interaction | Q9HC16 | HeLa A3G-eYFP + Vif (tagged APOBEC3G with the HIV-1 protein that degrades it), YFP fluorescence, overnight | Potency, µM (titrated, usually from 46.1 µM), for the others: at the top dose activity, negative = active, most hits filed as inhibitors | 0.076% of 410,000 active | AID 602310;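 further: on the % scale 0 is the no-effect control and ±100 the full control effect; nearly all actives have a fitted effect of over 60% in size; hits raise eYFP signal because A3G escapes Vif-driven loss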
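Read-out is eYFP fluorescence (Ex 488/Em 500-530) from Vif-expressing HeLa A3G-eYFP cells; more signal means A3G escaped Vif-mediated degradation. Cells plated overnight, compound pinned in, incubated overnight at 37 deg C.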
RXFP1 agonist: activates the human relaxin receptor RXFP1. 0.3% of 370,000 active. Q9HBX9. HEK293T-RXFP1 cAMP TR-FRET, 30 min; response scale: percent of porcine relaxin response, buffer zero. Potency, µM (highest dose often 57.5 µM), without a hit: at the top dose activation, hits mostly activators; further: on the % scale 0 is the no-effect control and ±100 the full control effect; nearly all actives have a fitted effect of over 60% in size; many of its hits are not listed in these tables
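cAMP rise read by TR-FRET after 30 min, 37C compound exposure (up to 58 uM) in RXFP1-transfected HEK293 cells with Ro 20174 present. EC50 from Hill-equation fits, with 29 nM porcine relaxin as 100% and buffer as basal.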
USP1 inh: inhibitors of human USP1/UAF1 deubiquitinase; O94782; recombinant USP1/UAF1, Ub-Rhodamine cleavage fluorescence; Potency, µM (top dose mostly 57.1 µM), without a hit: at the top dose activity change, negative = inhibition, actives largely listed as inhibitors; 0.23% of 390,000 active; AID 743255; further: on the % scale 0 is the no-effect control and ±100 the full control effect; nearly all actives have a fitted effect of over 60% in size; inactives centre near -12
Target sequence (O94782 whole entry, looked up): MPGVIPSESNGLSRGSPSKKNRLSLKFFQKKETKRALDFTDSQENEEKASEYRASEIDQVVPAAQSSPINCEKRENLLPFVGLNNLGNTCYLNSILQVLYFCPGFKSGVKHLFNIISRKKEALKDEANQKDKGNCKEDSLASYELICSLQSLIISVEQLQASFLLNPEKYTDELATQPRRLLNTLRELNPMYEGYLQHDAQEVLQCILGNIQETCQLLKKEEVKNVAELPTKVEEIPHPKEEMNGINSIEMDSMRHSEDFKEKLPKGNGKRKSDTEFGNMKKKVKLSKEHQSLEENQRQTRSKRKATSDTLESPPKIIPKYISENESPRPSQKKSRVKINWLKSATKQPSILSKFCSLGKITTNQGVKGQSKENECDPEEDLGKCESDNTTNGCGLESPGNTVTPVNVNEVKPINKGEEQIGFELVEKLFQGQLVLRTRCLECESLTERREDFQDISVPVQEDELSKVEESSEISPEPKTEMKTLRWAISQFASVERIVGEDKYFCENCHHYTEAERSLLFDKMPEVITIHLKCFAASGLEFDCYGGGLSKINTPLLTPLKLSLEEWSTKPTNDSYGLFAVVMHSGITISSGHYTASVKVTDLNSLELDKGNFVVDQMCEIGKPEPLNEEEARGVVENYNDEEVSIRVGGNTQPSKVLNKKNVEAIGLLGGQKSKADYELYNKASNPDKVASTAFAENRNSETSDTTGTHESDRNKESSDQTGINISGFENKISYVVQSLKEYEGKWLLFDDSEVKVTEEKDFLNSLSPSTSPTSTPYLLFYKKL
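Step one: compound is pinned into 1nM USP1/UAF1 in HEPES pH 7.8 buffer with TCEP. Step two: 15 min room-temperature incubation. Step three: Ub-Rho (150nM final) starts cleavage, tracked by fluorescence over six one-minute reads.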
* marks the source's active call; other numbers are inactive results; ? = inconclusive; / = no result given; & = joins results of further samples; [ ] = remark or other dose. The call rests on the fitted dose curve; in most records, active means well fitted curve in the direction sought with a large enough effect; inconclusive means small, poorly fitted or top-dose-only effect, or another doubt; inactive means no such curve, though single readings can be large; an effect the other way counts as inactive or inconclusive. Potency means the concentration at half of the fitted maximal effect. These rows are one share of the data (hit frequency here may not be typical).

SMILES	RGS4 inhibitor	Vif-APOBEC3F blk	TrxR1 inh	TrxR1 substrate	mIDH1 inhibitor	12-LOX inh	Vif-APOBEC3G blk	RXFP1 agonist	USP1 inh
Cc1nn(Cc2ccccc2)c(C)c1NC(=O)c1ccc([N+](=O)[O-])cc1[N+](=O)[O-]	-5%	3%	-17%	-19%	2%	-12%	-7%	0.9%	-5%
Cc1ccc(SCc2ccc(C(=O)N3CCCCC3)cc2)cc1	-6%	-2%	25%	2%	-1%	?	1%	1.2%	-15%
Cc1ccccc1-c1nc(CN2CCC(C(=O)NC3CCN(Cc4ccccc4)CC3)CC2)c(C)o1	29%	-15%	21%[57.1 µM]	2%[57.1 µM]	-5%	9%	-1%	/	-7%
CCOc1ccccc1CNC(=O)C1CCN(Cc2cc3ccccc3n2Cc2ccccc2)CC1	-2%	-1%	25%[57.1 µM]	7%[57.1 µM]	2%	-29%	0%	0.0%	-3%
COC(=O)c1scc2c(Oc3ccccc3)cc(C(F)(F)F)nc12	-29%	8%	17%	2%	-4%	/	2%	2.5%	-5%
CC1=N/C(=C\c2ccc3c(c2)OCO3)C(=O)N1c1ccc(C(=O)O)cc1	-17%	-8%	-21%	-17%	7%	-5%	-4%	1.0%	-21%
Cc1cccc(CNc2ncnc3ccc(-c4ccccc4Cl)cc23)c1	17%	1%	17%	8%	/	-24%	-9%	1.9%&-0.9%	/
O=C(CCN1C(=O)c2ccccc2C1=O)NCc1ccco1	-33%	-1%	-7%	-1%	0%	-9%[57.4 µM]	2%	0.6%	-4%
Cc1ccc(-c2nc3c(C)cccn3c2Nc2ccccc2C)s1	-19%	-16%	?	16%	-4%	?	-22%	-2.0%	-22%
Cc1nnc(NC(=O)c2cc3n(n2)C(C(F)(F)F)CC(C2CC2)N3)s1 (configuration not stated)	16%	-7%	-12%	-9%	-1%	-4%	1%	1.0%	-10%
O=C(CN(c1ccccc1)S(=O)(=O)c1ccccc1)NCCSc1ccccn1	1%	-11%	18%[57.1 µM]	7%[57.1 µM]	-1%	8%	-1%	-3.7%	-11%
COc1cccc(CN2CCNC(=O)C2CC(=O)NCCn2cccn2)c1OC (configuration not stated)	20%	-5%	-7%	1%	4%	-8%	1%	1.9%	-19%
Cc1ccsc1C(=O)NNC(=O)CCN1CCN(c2ccccc2)CC1	16%	-9%	-14%	-12%	5%	1%	0%	0.1%	-1%
CC(=O)c1cccc(NC(=O)N2CCC(c3ccc(C)cc3)C2)c1 (configuration not stated)	2%	-4%	-1%	-2%	8%	0%	1%	1.1%	-21%
CC1CCN(CCCn2c(=S)[nH]c3ccccc3c2=O)CC1	-10%	-21%	-7%	-2%	6%	95%[activator]	0%	0.4%	-18%
CCCOc1ccc(C2C3=C(CCCC3=O)N(CC(=O)O)C3=C2C(=O)CCC3)cc1OCC	34%	-5%	1%	1%	-10%	-10%	0%	1.8%	-15%
O=C(CN1C(=O)S/C(=C/c2cccn2-c2ccc(O)cc2)C1=O)N1CCCC1	5%	0%	3%	-1%	0%	-24%	-9%	2.9%	-6%
N#Cc1cccc(C#N)c1Oc1ccc(S(=O)(=O)Nc2ccccc2)cc1	-22%	7%	18%[57.1 µM]	-2%[57.1 µM]	5%	156%[activator]	-2%	-0.7%	-10%
OCCNc1ccc(Cl)cc1	0%	-6%	11%	2%	3%	8%	3%	-0.2%	-14%
Nc1ccccc1SCC(=O)Nc1cccc2ccccc12	?	1%	4%	14%	18%	0%	-12%	0.7%	-9%
CCOC(=O)C1=C(C)NC(=O)NC1c1ccc(OC)c(Cl)c1 (configuration not stated)	-4%	-7%	18%	3%	4%	5%	-4%	2.6%	1%
O=C(Nc1nnc(C2CC2)s1)c1cc2ccccc2o1	-6%	-2%	2%[57.1 µM]	2%[57.1 µM]	4%	-9%	-5%	-1.4%	-15%
O=C(Nc1nc(-c2ccc(-c3ccccc3)cc2)cs1)c1cnccn1	6%	-24%	20%	5%	3%	1%	-7%	1.1%	-28%
COc1ccc(/C=C/CN2CCN(CC(C)C)C(CCO)C2)cc1 (configuration not stated)	-16%	-7%	14%[57.1 µM]	15%[57.1 µM]	6%	-12%	-6%	-0.5%	-3%
CCCCSc1nnc(-c2ccccc2NC(C)=O)c(=O)[nH]1	-6%	9%	19%[57.1 µM]	-16%[57.1 µM]	2%	4%	2%	1.1%	-25%

The last 3 compounds of the part above come first, to join the parts.
SMILES	RGS4 inhibitor	Vif-APOBEC3F blk	TrxR1 inh	TrxR1 substrate	mIDH1 inhibitor	12-LOX inh	Vif-APOBEC3G blk	RXFP1 agonist	USP1 inh
O=C(Nc1nc(-c2ccc(-c3ccccc3)cc2)cs1)c1cnccn1	6%	-24%	20%	5%	3%	1%	-7%	1.1%	-28%
COc1ccc(/C=C/CN2CCN(CC(C)C)C(CCO)C2)cc1 (configuration not stated)	-16%	-7%	14%[57.1 µM]	15%[57.1 µM]	6%	-12%	-6%	-0.5%	-3%
CCCCSc1nnc(-c2ccccc2NC(C)=O)c(=O)[nH]1	-6%	9%	19%[57.1 µM]	-16%[57.1 µM]	2%	4%	2%	1.1%	-25%
O=[N+]([O-])c1ccc(O)c(/C=N/n2c(CO)nc3ccccc32)c1	-37%[11.4 µM]	3%	-8%	-16%	0%	4%	-3%	0.5%	-15%
Cc1nn(Cc2ccc(F)cc2)c(C)c1NC(=O)c1cnn2c1NC(c1ccccc1)CC2C(F)(F)F (configuration not stated)	-17%	-7%	4%	-1%	-2%	0%	-4%	0.2%	-5%
COC(=O)C(C)Oc1ccc(Cl)c(CN2OCC(C)(C)C2=O)c1 (configuration not stated)	-15%	28%	12%	1%	1%	3%	-4%	/	-23%
CCC(=O)c1ccc(OCC(=O)Nc2ccccc2C(=O)N2CCCCC2)cc1	6%	8%	25%	8%	-6%	6%	1%	3.0%	-2%
CCCCN(C(=O)C(C)Oc1ccc(Br)cc1)c1c(N)n(CC(C)C)c(=O)[nH]c1=O (configuration not stated)	-32%	7%	-19%	-12%	5%	?	-5%	-0.7%	0%
O=CN1CCN(C(=S)Nc2ccc(OC(F)F)cc2)CC1	1%	2%	-10%	-5%	-5%	-5%	0%	1.4%	-5%
Cc1ccc(CC(=O)NCc2ccc(Cl)cc2)cc1	?	-4%	13%	-2%	-1%	-1%	?	1.3%	-21%
COCCNC(=O)CSc1nnc2c(Cl)cc(Cl)cn12	-4%	7%	0%[57.1 µM]	4%[57.1 µM]	1%	-20%	2%	8.4%	-9%
O=C(CN1C(=O)c2ccccc2C1=O)Nc1ccccc1C(=O)NC1CCCCC1	-20%	-5%	8%	8%	10%	26%	3%	0.4%	-18%
Cc1ccc(NC(=O)CN(C)CC(=O)Nc2ccc(N3CCOCC3)cc2)c(C)c1	-8%	-10%	6%	4%	4%	2%	-6%	-1.0%	-9%
CCn1c(C(=O)N2CCCC(C(=O)NCCCOC)C2)cc2sccc21 (configuration not stated)	25%	-4%	-8%	-5%	-8%	-4%	2%	-0.1%	13%
O=C(NN1C(=O)C2C3CCC(O3)C2C1=O)c1ccc(Br)o1 (configuration not stated)	-2%	7%	-10%	-6%	-3%	6%	-2%	4.1%	5%
Cn1c2c(c(=O)n(C)c1=O)C(c1cc3c(cc1Br)OCO3)CC(=O)N2 (configuration not stated)	9%	-1%	24%	-2%	1%	0%	2%	0.4%	-19%
CCOC(=O)c1cccc(C2=CC(=O)C[C@H](c3ccc(OC)c(OC)c3)C2)c1	6%	2%	10%	2%	7%	?	2%	-4.1%	-28%
Cc1ccc(P(=O)(CO)c2ccc(C)cc2)cc1	24%	-6%	16%	5%[57.1 µM]	0%	25%	0%	0.0%	-6%
CC1CCCCC1NC(=O)CSc1ccc([N+](=O)[O-])cc1 (configuration not stated)	-10%	-9%	6%	0%	-1%	-19%	-1%	1.1%	-4%
CC(C)C12CN3CC(C(C)C)(CN(C1)C3c1ccco1)C2=O (configuration not stated)	-20%	4%	15%	3%	-4%	0%	2%	0.8%	-16%
Brc1ccc(CSc2ccc3nnc(-c4ccccn4)n3n2)cc1	-1%	13%	11%[57.1 µM]	-8%[57.1 µM]	8%	?	-15%	8.4%	-12%
Cc1cccc(Oc2nc(-c3ccccn3)nc3ccccc23)c1	-17%	5%	14%[57.1 µM]	-19%[57.1 µM]	2%	?	-7%	1.1%	-12%
CCN1C(=O)N(CC)C2C1N(C(C)=O)C(=O)N2C(C)=O (configuration not stated)	5%	/	14%	-2%[2.29 µM]	-4%	53%[activator]	-1%	0.5%	-4%
CCOc1ccc(N(CC(=O)NC2CCCCC2)C(=O)CNC(=O)c2ccco2)cc1	12%	-3%	-7%	-3%	14%	12%	-2%	/	-8%
O=C(O)CCCCCN1C(=O)C2CCCCC2C1=O (configuration not stated)	?	-5%	23%	9%	7%	-17%	-3%	-0.5%	-23%
Cc1ccc(-n2nnnc2Sc2ccc(S(=O)(=O)NCCN(C)C)cc2[N+](=O)[O-])cc1	-4%	-7%	?	4%	4%	-10%	-15%	0.1%	0%
O=S(=O)(NNC(=S)Nc1ccc(S(=O)(=O)Nc2ncccn2)cc1)c1ccc(Br)cc1	-31%	2%	-2%	-6%	0%	-41%	7%	-0.1%	-14%

High-throughput results (PubChem BioAssay)
